D2 agonist = HTS Assay for Allosteric Agonists of the Human D2 Dopamine Receptor: Primary Screen for Agonists. D(2) dopamine receptor (Homo sapiens), P14416. HEK293 T-REx D2 cells, calcium flux agonist mode. activation, % at 2 µM. 0.53% of 340,000 active. AID 485358, 2010;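 active = activation over 3 SD above normal in the single-dose calcium agonist read, cut at about 30% in these data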; note: 0% is about no effect
Target sequence (P14416 whole entry, looked up): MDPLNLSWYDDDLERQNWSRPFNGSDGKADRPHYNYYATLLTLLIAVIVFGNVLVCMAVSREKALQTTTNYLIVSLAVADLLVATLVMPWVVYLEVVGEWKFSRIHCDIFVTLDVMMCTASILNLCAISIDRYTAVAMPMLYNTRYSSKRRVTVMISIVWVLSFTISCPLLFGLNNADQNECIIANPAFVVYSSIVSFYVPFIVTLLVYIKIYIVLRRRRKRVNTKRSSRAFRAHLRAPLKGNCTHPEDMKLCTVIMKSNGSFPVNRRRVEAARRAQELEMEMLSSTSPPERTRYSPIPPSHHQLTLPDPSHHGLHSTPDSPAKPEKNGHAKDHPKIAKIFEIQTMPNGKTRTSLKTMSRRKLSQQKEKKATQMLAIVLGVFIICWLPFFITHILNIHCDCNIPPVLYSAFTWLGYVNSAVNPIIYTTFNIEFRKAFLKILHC
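Agonism scored from kinetic calcium signal (1 read/sec, 180 s) following compound pin transfer, after a 10 s baseline. Cells: HEK293 Trex line expressing inducible D2 receptor coupled to calcium, dye-loaded after overnight culture at 30 C.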
LDHA inh = qHTS assay for inhibitors of human lactate dehydrogenase. purified LDHA, NADH/diaphorase-resazurin fluorescence; active compounds read low. activity change, % (values are at about 110 or 230 µM). 0.15% of 480,000 active; in the data active = activity change below about -30%; inconclusive = mostly about -25% to -30%;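 note: plate controls were DMSO wells for no effect and wells without enzyme for full effect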
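LDH5 2 nM; NADH 0.06 mM, pyruvate 0.2 mM; 200 mM Tris pH 7.4, EDTA, Tween-20; 5 min RT. Detection: diaphorase 0.133 mg/mL + resazurin 37 µM, fluorescence ex540/em590 at 0 and 20 min; normalized to enzyme-free and DMSO wells.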
Glioma ERSR ind = qHTS for Inducers of the Endoplasmic Reticulum Stress Response (ERSR) in Human Glioma: qHTS. U87-MG GRP78 promoter luciferase reporter, 16 h. Potency, µM, without a hit: at the highest dose activation, actives largely listed as activators. 0.02% of 420,000 active; note: potency is the fitted concentration of half-maximal effect; series mostly up to about 76 µM; % of control where 0% means no effect; nearly all actives have a fitted effect of over 35% in size
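ERSR induction read as luciferase luminescence (Bright-Glo, 10 min at room temperature) in stably transfected human U87-MG glioma cells exposed to compounds for 16 h, using GRP78 as sensor.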
ERG Ets-DNA blk = qHTS for Small Molecule Inhibitors of the ERG Ets/DNA interaction. AID 624246, 2012. fluorescence polarization, His-ERG Ets domain / labelled DNA. Potency, µM (series often up to 76.9 µM), without a hit: at the top dose FP activity, negative = inhibition, usual class: inhibitors. 0.028% of 370,000 active; active = well fitted inhibition curve with a large enough effect in the polarisation, with a control signal flat; inconclusive = small, poorly fitted or top-dose-only effect, or effect the other way, or a change in a side signal; inactive = no such curve, though single readings can be large or run the other way; the % refers to the polarisation;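 note: polarization taken with two DNA probes labelled with fluorescein and Texas red; potency is the fitted concentration of half-maximal effect; % of control where 0% means no effect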
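His-tagged ERG Ets domain (1 uM in the protein solution; 300mM KCl, 50mM Tris-HCl, 1mM EDTA, 1mM DTT, pH 7.5) received compound, then a probe mix of 5 nM fluorescein-DNA and 100nM Texas-615-DNA. Fluorescence polarization was read for both dyes.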
12-LOX inh = Primary qHTS assay for inhibitors of human arachidonate 12S-lipoxygenase (ALOX12): Round 2; Polyunsaturated fatty acid lipoxygenase ALOX12 (Homo sapiens), P18054; purified 12hLO, xylenol orange hydroperoxide absorbance; Potency, µM (titrated, usually from 108 µM), without a hit: top-dose activity change, negative = inhibition, actives largely listed as inhibitors; 1.1% of 580,000 active; note: potency is the fitted concentration of half-maximal effect; % is set by controls: 0 for no effect and ±100 for the full control effect
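Hydroperoxide product was detected by ferrous iron/xylenol orange as the 573 to 405 nm absorbance ratio. Arachidonic acid at 40 uM (final) was turned over for 30 min at room temperature by 150 nM human 12hLO, pH 7.0 Hepes buffer, after 15 min compound preincubation.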
RGS4 inh = Inhibitors of Regulator of G Protein Signaling (RGS) 4: qHTS; 0.039% of 390,000 active; AID 504845, 2011; Transcreener GDP fluorescence polarization, RGS4-accelerated GTP hydrolysis; Potency, µM (titrated, usually from 114 µM), for inactives: at the top dose activity change, negative = inhibition, actives largely listed as inhibitors; Regulator of G-protein signaling 4 (Homo sapiens), P49798; note: potency is the fitted concentration of half-maximal effect; % is set by controls: 0 for no effect and ±100 for the full control effect; nearly all actives have a fitted effect of over 75% in size; some results filed as inactive show a strong effect at the top dose
Target sequence (P49798 whole entry, looked up): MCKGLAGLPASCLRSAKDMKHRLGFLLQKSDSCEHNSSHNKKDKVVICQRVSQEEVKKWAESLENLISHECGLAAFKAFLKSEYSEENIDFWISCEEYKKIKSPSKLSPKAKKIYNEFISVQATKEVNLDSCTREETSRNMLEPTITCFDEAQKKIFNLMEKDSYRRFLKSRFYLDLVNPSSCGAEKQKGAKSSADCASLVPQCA
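MLSMR compounds (23 nl, pin-transferred) preincubated 10 min at room temperature with a 500nM (2x) first reagent, then RGS4 at 900nM (2x) plus Transcreener GDP mix added; fluorescence polarization (620/688 nm) read before and after 90 min at 30 °C.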
Vif-APOBEC3G blk = qHTS for Inhibitors of Vif-A3G Interactions: qHTS | DNA dC->dU-editing enzyme APOBEC-3G (Homo sapiens), Q9HC16 | HeLa A3G-eYFP + Vif (tagged APOBEC3G with the HIV-1 protein that degrades it), YFP fluorescence, overnight | Potency, µM (highest dose often 46.1 µM), inactives show top-dose activity, negative = active, actives largely listed as inhibitors | 0.076% of 410,000 active | AID 602310, 2012;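 note: potency is the fitted concentration of half-maximal effect; % is set by controls: 0 for no effect and ±100 for the full control effect; nearly all actives have a fitted effect of over 60% in size; hits raise eYFP signal because A3G escapes Vif-driven loss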
Target sequence (Q9HC16 whole entry, looked up): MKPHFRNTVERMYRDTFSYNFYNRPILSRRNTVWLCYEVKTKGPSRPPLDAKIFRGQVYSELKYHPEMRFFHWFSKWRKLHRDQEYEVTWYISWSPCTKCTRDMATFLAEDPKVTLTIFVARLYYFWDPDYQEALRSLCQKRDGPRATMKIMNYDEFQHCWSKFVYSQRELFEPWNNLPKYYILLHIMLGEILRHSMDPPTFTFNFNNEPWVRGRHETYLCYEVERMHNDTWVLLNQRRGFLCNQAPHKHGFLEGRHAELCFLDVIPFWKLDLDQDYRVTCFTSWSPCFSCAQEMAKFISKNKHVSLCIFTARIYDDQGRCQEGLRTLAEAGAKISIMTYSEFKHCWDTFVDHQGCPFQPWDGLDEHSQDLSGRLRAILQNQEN
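HeLa cells stably expressing Vif and C-terminally eYFP-tagged A3G, seeded overnight at 37 deg C, then exposed to compound by pintool overnight at 37 deg C. Rise in yellow fluorescence (Ex 488/Em 500-530, Acumen) marks blocked Vif-driven A3G degradation.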
D2 antagonist = HTS Assay for Allosteric Antagonists of the Human D2 Dopamine Receptor: Primary Screen for Antagonists; D(2) dopamine receptor (Homo sapiens), P14416; HEK293 TREx D2 cells, calcium flux, dopamine EC80; inhibition, % at 10 µM; 2% of 340,000 active; in the data active = inhibition above about 30%; note: 0% is about no effect
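Dopamine at EC80 is the agonist stimulus; test compounds precede it by 180 s. Calcium flux read kinetically in a force-coupled, inducible HEK293 T-REx D2 cell line.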
Vif-APOBEC3F blk = qHTS for Inhibitors of Vif-A3F Interactions: qHTS | 0.2% of 390,000 active | HeLa A3F-eYFP + Vif (tagged APOBEC3F with the HIV-1 protein that degrades it), YFP fluorescence increase | Potency, µM (top dose mostly 46.1 µM), for inactives: top-dose activity, negative = active | AID 602313, 2012; note: potency is the fitted concentration of half-maximal effect; % of control where 0% means no effect; nearly all actives have a fitted effect of over 65% in size
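Fluorescence increase (Ex 488/Em 500-530) after overnight compound treatment at 37 deg C flags inhibition of Vif-driven A3F-eYFP loss in stable HeLa A3F-eYFP/Vif cells seeded overnight beforehand.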
* = called active by the depositor; ? = inconclusive; · = not tested or not shown; [ ] = dose if it differs, or a comment. Unless noted, calls come from the whole dose curve; as a rule, active = well fitted curve in the direction sought with a large enough effect; inconclusive = small, poorly fitted or top-dose-only effect, or another doubt; inactive = no such curve, though single readings can be large; an effect the other way counts as inactive or inconclusive. This is a subset, so the mix of outcomes need not match the whole.

Preview, 2 compounds:
Sequence of screens: D2 agonist, LDHA inh, Glioma ERSR ind, ERG Ets-DNA blk, 12-LOX inh, RGS4 inh, Vif-APOBEC3G blk, D2 antagonist, Vif-APOBEC3F blk
- CC(=O)OCC1(C)CN(c2ccccc2)NC1=O (centres undefined)
 : -0.2, 12, -1%, 9%, 40µM*, 29%, -4%, -13, -22%
- CCc1cc2c(SCC(=O)N3CCN(C(=O)c4cccs4)CC3)ncnc2s1
 : ·, 0, -4%, ·, -22%, ·, 2%, ·, 1%

Results, repeating the preview:
Sequence of screens: D2 agonist, LDHA inh, Glioma ERSR ind, ERG Ets-DNA blk, 12-LOX inh, RGS4 inh, Vif-APOBEC3G blk, D2 antagonist, Vif-APOBEC3F blk
- CC(=O)OCC1(C)CN(c2ccccc2)NC1=O (centres undefined)
 : -0.2, 12, -1%, 9%, 40µM*, 29%, -4%, -13, -22%
- CCc1cc2c(SCC(=O)N3CCN(C(=O)c4cccs4)CC3)ncnc2s1
 : ·, 0, -4%, ·, -22%, ·, 2%, ·, 1%
- O=C(CCn1cccn1)Nc1ccc2c(c1)OCCO2
 : 1.1, -1, -7%, -6%, 3%, -9%, 0%, 4, -10%
- CCc1ccc(NC(=O)CSc2nc(=O)n(CCCN3CCOCC3)c3c2CCC3)cc1
 : -0.5, -5, -3%, 27%, 14%, -12%, 4%, 12, 0%
- Cc1ccc(C(=O)N(c2ccc(C)cc2)S(=O)(=O)c2ccc(Cl)cc2)cc1
 : -1.0, -2, -2%, -15%, -2%, 11%, -4%, ·, 3%
- N#C/C(C(=O)c1ccccc1)=C1/CCCN1
 : -0.2, -1, -1%, -3%, 0%, -11%, 1%, 4, 6%
- CC(C)(C)C(=O)OCc1cc(=O)n2nc(C3CC3)sc2n1
 : ·, -3, 0%, 3%, -15%, 14%, -3%, ·, -2%
- CCOC(=O)c1c(NC(=O)COc2cc(C)ccc2C(C)C)sc2c1CCCC2
 : 1.0, 0, 3%, -2%, -22%, 5%, 0%, ·, 3%
- Cc1ccc(NC(=S)N(Cc2cccs2)Cc2cc3cc(C)cc(C)c3[nH]c2=O)cc1
 : -0.8, -7, -3%, -2%, ?, -11%, 0%, -10, -19%
- O=C(N/N=C\C=C\c1ccc2c(c1)OCO2)c1ccc(F)cc1
 : 0.1, -5, 1%, -15%, 8%, 6%, 5%, 14, 1%
- Cc1ccc(C2SCC(C(=O)O)N2C(=O)c2ccc(F)cc2)cc1 (centres undefined)
 : 1.4, 0, -3%, 3%, -9%, 1%, -3%, -5, 7%
- O=C(CCN1CCN(c2ccccc2)CC1)Nc1ccc2c(c1)OCO2
 : 103*, 1, -6%, 3%, -1%, 7%[56.9 µM], -1%, 108*, -6%
- COc1ccc(OCC(=O)N2c3ccccc3CCc3ccccc32)cc1
 : -0.4, -2, -4%, 1%, 10%, 15%, 3%, 6, -7%
- N#CCc1ccc(NC(=O)/C=C/c2ccc([N+](=O)[O-])o2)cc1
 : -0.5, 1, -14%, 3%, ·, ?, 6.3µM*, 32*, 2.5µM*
- CCC(c1nnnn1CCC(C)C)N1CCC(C(N)=O)CC1 (centres undefined)
 : -0.5, 0, 0%, -4%, 0%, -15%, 3%, -14, -7%
- CCC(=O)c1ccc(OCC(O)CN2CCN(C(c3ccccc3)c3ccccc3)CC2)cc1 (centres undefined)
 : -0.9, -5, -2%, 2%, -23%, 9%, 5%, 8, -11%
- COC(=O)COc1ccc2oc(=O)cc(-c3cc4cccc(OC)c4o3)c2c1
 : 0.1, 0, -6%, 6%, 0%, -2%, 0%, 46*, -1%
- CCOc1cc(C(=S)N2CCOCC2)ccc1OC(=O)c1ccccc1
 : -0.8, 2, -3%, 1%, ?, ?, 2%, 12, -22%
- O=C(NCC1OCCc2ccccc21)c1cc(COc2c(F)cccc2F)on1 (centres undefined)
 : 0.6, -1, 3%, 2%, -11%, -10%, -5%, 14, 5%
- CCCCc1cc(=O)oc2cc(OCC(=O)NCCN3CCOCC3)c(Cl)cc12
 : -0.3, -14, -7%, 6%, 8%, 9%, 1%, 13, -3%
- Cc1ncoc1C(=O)N1CCCC(C(=O)c2cccc(OC(C)C)c2)C1 (centres undefined)
 : ·, -9, 3%, -5%, 0%, 10%, 1%, ·, -1%
- COc1ccc(Nc2nnc(-c3cc4cc(Cl)ccc4oc3=O)s2)cc1
 : 0.9, -3, ·, 0%, -19%, -27%, ·, ·, ·
- CCN(CC(=O)Nc1c(F)cccc1F)C(=O)CSCc1ccc(C)cc1
 : ·, 0, -4%, ·, -11%, ·, -1%, ·, 1%
- CC1CC(C)(C)NC(=S)N1CCC(=O)N1CCc2ccccc2C1 (centres undefined)
 : 1.2, 0, -2%, 0%, 40µM*, -29%, -1%, 22, -11%
- Cc1cc(C(=O)COC(=O)C2=NNC(=O)CC2)c(C)n1CCc1ccccc1
 : 27, 3, -5%, 3%, -11%, 14%, -2%, -14, -5%
- CCCOC(=O)c1ccc(NC(=O)CC(C)(C)C)cc1
 : -0.7, -4, 1%, -6%, -17%, 9%, 1%, 3, -1%
- COC(=O)c1c(C(=O)OC)c(-c2ccc(C)cc2)n2c1CS(=O)(=O)C2
 : -0.5, -5, -2%, -22%, 0%, -41%, 2%, -1, -1%
- COc1ccc(CCN=C(N)NS(=O)(=O)c2ccccc2)cc1OC
 : 1.0, -6, -4%, -22%, -1%, 8%, -3%, -8, -3%
- Cc1ccc(-c2nc3c(c(=O)[nH]c(=O)n3CC(C)C)n2CC(C)C)cc1[N+](=O)[O-]
 : 2.5, -5, -5%, 1%, 5%, -11%, -6%, -3, -1%
- O=C(NCC(=O)N(CC1CCCO1)C(C(=O)NC1CCCCC1)c1cccnc1)c1cccs1 (centres undefined)
 : -2.6, -10, -3%, -8%, 0%, -16%, 1%, -26, -6%
- CN(C)C(=O)c1ccc(-n2nc(C(F)(F)F)c3c2CCCC3)cc1
 : ·, -6, -6%, -6%, 1%, -25%, 2%, ·, -2%
- COc1ccccc1S(=O)(=O)Cc1ccc(C(=O)NC(C)c2ccc3c(c2)OCCO3)o1 (centres undefined)
 : -0.4, -9, -5%, 2%, -9%, 26%, -1%, 2, 4%
- O=C(O)c1cccc2c1C(=O)c1cc([N+](=O)[O-])ccc1-2
 : ·, 7, -2%, -11%, ?, -6%, -2%, ·, 5%
- CN1CCN(c2ncc3c(n2)CCN(Cc2ccc(Br)s2)C3)CC1
 : 2.0, -2, 0%, 5%, 4%, -4%, 2%, ·, 2%
- Cc1cc(C)cc(NC(=O)Cc2ccc(S(=O)(=O)N3CCCC3)s2)c1
 : 0.4, 0, -5%, 3%, 78%[activator], -47%, -1%, -9, -7%
- CC(=O)Nc1cc2nc(C)n(Cc3ccccc3[N+](=O)[O-])c2nc1C
 : 0.0, -2, -2%, -5%, 14%, -12%, -2%, -7, 4%
- COc1ccc(-c2csc(NC(=O)C3CCCO3)n2)cc1 (centres undefined)
 : -0.3, 1, 3%, -6%, ?, -31%, 1%, 3, 1%
- Cc1occc1C(=O)N(Cc1nc(-c2ccccc2)no1)C(C)C
 : 0.3, -1, -3%, -4%, 1%, -39%, 0%, -8, 5%
- Cc1cc(C(F)F)nn1CC(=O)NC1C(=O)N2C(C(=O)O)=C(CSc3nnnn3C)CSC12 (centres undefined)
 : ·, 0, -4%, -10%, -8%, -52%, 7%, ·, ?
- O=C(C1CCN(S(=O)(=O)c2ccc(Cl)cc2)CC1)N1CCOCC1
 : 0.3, 0, -1%, -8%, 0%, 31%, 0%, 9, -2%
- CCS(=O)(=O)C1=NSC2=NC(=O)/C(=C\c3ccc(OC(=O)c4ccco4)cc3)C(=N)N21
 : ·, 0, 0%, 0%, ?, -8%, 2%, ·, 3%
- CCc1ccc(OCCOCC(O)CNC2CCCC2)cc1 (centres undefined)
 : 0.5, -4, 0%, 2%, 2%, -22%, -1%, 15, 0%
- CCC1=Nc2cc(C(=O)NCC3CCCO3)ccc2Sc2ccc(Br)cc21 (centres undefined)
 : -0.5, -5, -6%, 6%, -20%, -1%, -26%, -15, 0%
- COc1ccc2c(/C=N/NS(=O)(=O)c3ccc(C)cc3)c[nH]c2c1
 : 0.7, -7, 2%, 39%[activator], ?, -22%, -13%, 2, -10%

Source: PubChem BioAssay (National Center for Advancing Translational Sciences (NCATS))
